GIRK2 activator = GIRK2 channel activators by thallium flux; P48051; HEK293 GIRK2/NPY4 cells, thallium flux fluorescence; activation (% efficacy), % for hits at 37.5 µM; 34,000 tested, under 10 active; AID 1259324;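 active means primary screen hit, no activity in plain HEK293 cells, and in GIRK2-only cells above 5% efficacy rising with concentration; inactive means the rest, including fluorescent compounds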;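 further: efficacy is normalized control-subtracted fluorescence 15 s after thallium addition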
Target sequence (P48051 whole entry, looked up): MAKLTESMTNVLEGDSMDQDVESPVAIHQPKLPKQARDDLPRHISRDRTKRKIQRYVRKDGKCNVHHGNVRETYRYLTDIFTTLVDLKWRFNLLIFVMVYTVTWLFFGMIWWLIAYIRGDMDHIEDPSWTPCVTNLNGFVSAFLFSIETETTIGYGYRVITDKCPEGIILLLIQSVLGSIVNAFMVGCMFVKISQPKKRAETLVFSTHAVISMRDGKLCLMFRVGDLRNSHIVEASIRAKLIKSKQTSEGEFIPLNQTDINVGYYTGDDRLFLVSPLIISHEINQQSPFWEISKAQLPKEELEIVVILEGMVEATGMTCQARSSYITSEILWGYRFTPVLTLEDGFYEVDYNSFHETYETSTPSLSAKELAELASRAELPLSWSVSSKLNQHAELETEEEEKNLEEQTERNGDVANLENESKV
Calls only; i = inactive. An excerpt. The share of hits here may be higher or lower than overall.

structure | GIRK2 activator
O=S(=O)(c1cccs1)N1CCC(c2nc(-c3ccccc3)no2)CC1 | i
COc1ccc(OCCn2c(=O)oc3ccccc32)cc1 | i
O=C(NCCc1ccccc1)C(=O)NCc1ccc(F)cc1F | i
COc1ccc2nc(-c3ccc(OC)c(NC(=O)C4CCCC4)c3)cn2n1 | i
COc1ccc(S(=O)(=O)CC(=O)Nc2nc(-c3ccc(Br)s3)cs2)cc1 | i
CC1CCCCN1c1ccc(N2CCN(C(=O)c3c(F)cccc3Cl)CC2)nn1 (stereo not drawn) | i
Cc1cc(C)n(CC(=O)NCCC(C)c2ccccc2)c(=O)c1C#N (stereo not drawn) | i
Cc1cnn(C)c1C(=O)Nc1nc2c(s1)C(=O)CC(C)(C)C2 | i
CCCc1c(C(=O)NCCO)nnn1-c1ccc(C)cc1 | i
Cn1cccc1C(CNC(=O)Nc1ccccc1C(F)(F)F)N1CCOCC1 (stereo not drawn) | i
O=C(C1COCC(=O)N1Cc1ccccc1)N1CCN(c2ccc(F)cc2)CC1 (stereo not drawn) | i
Cc1cc(CN2CCC(CNC(=O)C(=O)NCc3cccs3)CC2)c(C)o1 | i
Cc1cccc(NC(=O)C(=O)NCCc2ccsc2)c1 | i
CCCCn1cnc2c(-c3ccccc3)cn(CC(=O)Nc3ccccc3OC)c2c1=O | i
COc1ccc(CNC(=O)Cn2c(C)nc3c(sc4nc(C)cc(C)c43)c2=O)cc1 | i
O=C(/C=C/c1ccccc1Cl)NCC1CCN(C(=O)Nc2ccc(F)cc2)CC1 | i
COCC(=O)N1CCN(c2ccc(N3CCCCC3C)nn2)CC1 (stereo not drawn) | i
O=C(O)c1ccccc1SCc1nnc(-c2ccccc2)o1 | i
CCOc1ccc(-c2ccc(N3CCN(C(=O)c4sc(-c5ccccc5)nc4C)CC3)nn2)cc1 | i
COc1cccc(C(=O)NCCS(=O)(=O)NCCCc2ccccc2)c1 | i
Cn1c(C(F)(F)F)nn(CCNC(=O)c2cncc(Br)c2)c1=O | i
O=S(=O)(Cc1cccc(F)c1)NCC1CCN(S(=O)(=O)C2CC2)CC1 | i
CN(C(=O)Cn1c(=O)n(Cc2ccccn2)c(=O)c2ncccc21)c1ccccc1 | i
O=C(Cn1nc2ccc(SCc3ccc(Cl)cc3)nn2c1=O)Nc1ccccc1C(F)(F)F | i
Cc1onc(-c2ccccc2Cl)c1C(=O)NC1CCCCC1N1C(=O)CSC1=O (stereo not drawn) | i
COc1ccc(NC(=O)c2nnn(-c3ccc(C)cc3)c2N)cc1Cl | i
COc1ccc(Nc2nnc(-c3ccc(NC(=O)C(=O)NCCN4CCOCC4)cc3)s2)cc1 | i
CCOc1ccccc1-n1nnnc1SCC(=O)Nc1cc(Cl)ccc1Cl | i
O=C(c1ccc(=O)[nH]c1)N1CC(c2nc(-c3ccc[nH]c3=O)no2)C1 | i
O=C(CSc1ccc(NC(=O)C2CC2)nn1)c1ccc(Cl)cc1 | i
Cc1oc(-c2ccc(Cl)cc2)cc1C(=O)NCc1ccco1 | i
CCc1nc(C(N)=O)c2[nH]c(=O)n(-c3ccc4c(c3)OCO4)c2n1 | i
COC(=O)c1ccccc1NC(=O)c1cc(-c2cccs2)n(C2CCS(=O)(=O)C2)n1 (stereo not drawn) | i
O=C(NCC(O)(c1ccco1)C1CC1)C(=O)Nc1ccc2c(c1)OCCO2 (stereo not drawn) | i
Cn1nnc2c(N3CCN(C(=O)c4c(F)cccc4F)CC3)ncnc21 | i
Cc1ccc(S(=O)(=O)CCCC(=O)Nc2ccc(-c3nc4ccccc4o3)cc2)cc1 | i
CC(O)(CNC(=O)C(=O)Nc1ccc(OC(F)(F)F)cc1)c1ccccc1 (stereo not drawn) | i
O=C(Nc1onc2c1CSC2)c1cccc(-n2cnnn2)c1 | i
Cc1cc(NC(=O)C(=O)NCC(c2cccn2C)N(C)C)no1 (stereo not drawn) | i
O=C(NCC1(c2ccccc2)CCOCC1)C(=O)Nc1ccc(C(F)(F)F)cc1 | i
O=C(CCn1cnc2ccccc2c1=O)N1CCC(c2nnc(-c3ccc(F)cc3)o2)CC1 | i
NC(=O)C1Cc2ccccc2N1C(=O)c1cccs1 (stereo not drawn) | i
O=C(c1ccccc1F)N1CCN(c2ccc(-c3ccc4c(c3)OCO4)nn2)CC1 | i
Cc1ccc(OCCSc2nc3ccccc3n2CC(=O)N2CCOCC2)cc1C | i
COc1cc(C)c(C(C)C)cc1S(=O)(=O)NCc1cccs1 | i
O=C(CCCn1nc(-c2ccc(F)cc2)ccc1=O)Nc1ccc(C(F)(F)F)cc1 | i
O=C(/C=C\c1ccccc1)NNC(=O)c1ccc(=O)n(Cc2ccccc2)c1 | i
O=C(NCCCN1CCCC1=O)C(=O)Nc1ccc(F)c([N+](=O)[O-])c1 | i
CCCCc1ccc(NC(=O)Cn2nc(C(=O)Nc3ccc(OC)cc3)ccc2=O)cc1 | i
COc1ccc(S(=O)(=O)CC(=O)Nc2nc3ccc([N+](=O)[O-])cc3s2)cc1 | i
COc1ccc(CC(=O)NCCCCN2CCOC(c3ccccc3)C2)cc1 (stereo not drawn) | i
COCCNC(=O)c1ccc(Cn2c(SCC(N)=O)nc3ccccc3c2=O)cc1 | i
COc1ccc(C(=S)N2CCN(C(=S)c3cccc(Br)c3)CC2)cc1 | i
CS(=O)(=O)N1CCC(C(=O)Nc2nc(-c3ccc(-c4ccccc4)cc3)cs2)CC1 | i
O=C(Cc1csc(Nc2ccc(Cl)cn2)n1)N1CCN(c2ccc(C(F)(F)F)cn2)CC1 | i
Cc1cc(-c2nnc(SCC(=O)Nc3ccccc3C(F)(F)F)o2)c(C)o1 | i
CCN(C(=O)Cn1c(CN(C)C(=O)c2ccco2)nc2ccccc21)c1ccccc1 | i
Cc1ccc(-n2nnc(C(=O)N(C)C3CCS(=O)(=O)C3)c2C)cc1 (stereo not drawn) | i
c1coc(CNc2nc(N3CCOCC3)nc(N3CCOCC3)n2)c1 | i
NS(=O)(=O)c1ccc(NC(=O)c2ccc(=O)n(Cc3cccc(F)c3)n2)cc1 | i

Next structures follow.
structure | GIRK2 activator
O=C(CC1SC(=O)N(Cc2ccccc2)C1=O)Nc1ccc([N+](=O)[O-])cc1 (stereo not drawn) | i
CCOc1ccc(-c2ccc(=O)n(CC(=O)Nc3ccc(F)c([N+](=O)[O-])c3)n2)cc1 | i
CC(=O)N1CCN(c2oc(-c3ccc(Cl)cc3)nc2S(=O)(=O)c2ccccc2)CC1 | i
COCc1nc2ccccc2n1CC(O)COc1ccccc1 (stereo not drawn) | i
CCOc1ccc(-c2cc3c(=O)n(Cc4nc(-c5cccc(Br)c5)no4)ncn3n2)cc1 | i
CCCc1nnsc1C(=O)Nc1ccc2c(c1)N(S(=O)(=O)c1ccc(F)cc1)CCC2 | i
NS(=O)(=O)c1ccc(CCNC(=O)C(=O)NCc2ccc3c(c2)OCO3)cc1 | i
O=C(Nc1cccc(C(F)(F)F)c1)c1ccc(S(=O)(=O)N2CCCC2)o1 | i
Cc1cc(C)n(-c2cc(C(C)C)nc3c(-c4ccccc4)c(C)nn23)n1 | i
CC(C)S(=O)(=O)c1ccc(CC(=O)NCCc2csc3nc(-c4ccccc4F)nn23)cc1 | i
CCN(CCCNC(=O)CCCCn1c(=O)[nH]c2ccccc2c1=O)c1ccccc1 | i
NC(=O)c1ccccc1NC(=O)Cc1csc(Nc2cccc(C(F)(F)F)c2)n1 | i
Cc1ccc(Oc2cccc(NS(=O)(=O)c3ccc(-c4csc(C)n4)s3)c2)nn1 | i
CCOc1ccc(C(=O)NCC2COC3(CCCCC3)O2)cc1 (stereo not drawn) | i
COc1ccc(-c2ccc(=O)n(CC(=O)NCCc3ccccc3)n2)cc1OC | i

An excerpt from above in order of SMILES length, low to high.
structure | GIRK2 activator
CCN(CCCNC(=O)CCCCn1c(=O)[nH]c2ccccc2c1=O)c1ccccc1 | i
NS(=O)(=O)c1ccc(CCNC(=O)C(=O)NCc2ccc3c(c2)OCO3)cc1 | i
Cc1ccc(Oc2cccc(NS(=O)(=O)c3ccc(-c4csc(C)n4)s3)c2)nn1 | i
CCCc1nnsc1C(=O)Nc1ccc2c(c1)N(S(=O)(=O)c1ccc(F)cc1)CCC2 | i

(continued)
structure | GIRK2 activator
N#Cc1ccccc1NC(=O)C(=O)NCCN1CCOC(c2ccccc2)C1 (stereo not drawn) | i
Cc1nc(-c2ccccc2)sc1-c1cc(=O)[nH]c(SCC(=O)NCc2ccccc2)n1 | i
CSc1ccc(C(=O)Nc2nnc(-c3cc(C)nn3C)o2)cc1 | i
Cc1cc(NC(=O)c2cc3ccccc3o2)n(C(C)C)n1 | i
COC(=O)c1ccc(NC(=O)CSc2cc(N3CCCC3)ncn2)cc1 | i
O=C(Cc1cccs1)NCCC(O)c1ccccc1 (stereo not drawn) | i
COC(=O)c1ccc(NC(=O)Cn2nnc(C(=O)OC)c2C(=O)OC)cc1 | i
COc1ccccc1C(=O)NNC(=O)c1cccn(Cc2ccc(F)cc2)c1=O | i
CCc1nnc(-c2cccc(OCC(=O)Nc3cc(C)on3)c2)o1 | i
CCOc1ccc(-c2noc(-c3ccc(CS(=O)(=O)c4ccc(C)cc4C)o3)n2)cc1OC | i
CCCCNC(=O)C(=O)Nc1c2c(nn1-c1ccc(C)cc1C)CS(=O)(=O)C2 | i
CCOCCCNc1oc(-c2ccc(S(=O)(=O)N3CCc4ccccc4C3)cc2)nc1C#N | i
O=C(NCCc1c[nH]c2ccccc12)C(=O)Nc1ccc2c(c1)OCCO2 | i
O=C(NCCC1=CCCCC1)C(=O)NCC1COC2(CCCC2)O1 (stereo not drawn) | i
CC(C)(C)c1cc(NC(=O)c2nc(-c3cnccn3)no2)on1 | i

Entries above that have a nitro group on carbon, in the order listed:
structure | GIRK2 activator
O=C(NCCCN1CCCC1=O)C(=O)Nc1ccc(F)c([N+](=O)[O-])c1 | i
COc1ccc(S(=O)(=O)CC(=O)Nc2nc3ccc([N+](=O)[O-])cc3s2)cc1 | i
O=C(CC1SC(=O)N(Cc2ccccc2)C1=O)Nc1ccc([N+](=O)[O-])cc1 (stereo not drawn) | i
CCOc1ccc(-c2ccc(=O)n(CC(=O)Nc3ccc(F)c([N+](=O)[O-])c3)n2)cc1 | i

Following part
structure | GIRK2 activator
COc1cn(CC(=O)Nc2ccccc2)c(CSc2nnnn2C)cc1=O | i
CC(=O)Nc1ccc(NC(=O)CSc2c(C)cnc3c2c(=O)n(C)c(=O)n3C)cc1 | i
O=C(NCCCS(=O)(=O)N1CCN(c2ccccc2)CC1)c1cnccn1 | i
CS(=O)(=O)Nc1cccc(NC(=O)Cc2csc(SCC(=O)c3ccccc3)n2)c1 | i
COCCNC(=O)Cn1cc(OC)c(=O)cc1CSc1nc(C)cc(C)n1 | i
O=C(Nc1cccc(N2CCCCC2=O)c1)c1ccc(F)c(F)c1 | i
COCc1c(C(=O)Nc2cccc(Cl)c2)nnn1-c1ccc(C)cc1 | i
COc1cn2c(cc1=O)C(=O)N(CCNC(=O)c1ccccc1SC)CC2 | i
CCOC(=O)c1sc(NC(=O)CSc2ccc(NC(=O)C3CC3)nn2)nc1C | i
CCc1ccc(S(=O)(=O)NCC2COC3(CCCCC3)O2)s1 (stereo not drawn) | i
CC(=O)N1CC(C(=O)NCCc2ccccc2)C1 | i
COc1cc(S(=O)(=O)NCC2CCCO2)c(C)cc1Br (stereo not drawn) | i
COC(=O)c1ccc(C(=O)Nc2ccc3c(c2)N(C(=O)C(C)(C)C)CC3)cc1 | i
O=C(Nc1ccc(F)c(C(F)(F)F)c1)c1ccc(=O)n(Cc2ccccc2)c1 | i
COc1ccccc1NS(=O)(=O)c1ccc(Oc2ccccc2OC)cc1 | i

Exported field by field: entries from further up
O=C(Nc1cccc(N2CCCCC2=O)c1)c1ccc(F)c(F)c1
- GIRK2 activator = i
COCc1c(C(=O)Nc2cccc(Cl)c2)nnn1-c1ccc(C)cc1
- GIRK2 activator = i

Next part
structure | GIRK2 activator
O=C(NCc1ccccc1)NCC(O)Cc1ccccc1 (stereo not drawn) | i
Cc1ccc(-n2c(C)c(C)n3c4c(=O)n(CCCO)c(=O)n(C)c4nc23)c(C)c1 | i
Cc1ccc(-n2ncc3c2ncn2nc(-c4cccs4)nc32)cc1 | i
COc1ccc(/C=C/C(=O)Nc2ccc(CC(=O)N3CCC(O)CC3)cc2)cc1OC | i
O=C(NCCCS(=O)(=O)N1CCN(c2ccccc2)CC1)c1cccs1 | i
O=C(NCC(O)C1CCCCC1)C(=O)Nc1ccc(OC(F)(F)F)cc1 (stereo not drawn) | i
COc1ccc(C)cc1NC(=O)C(=O)NCC1CCN(Cc2ccccc2SC)CC1 | i
O=C(NCCn1ncc2c(N3CCN(Cc4ccccc4)CC3)ncnc21)c1c(F)cccc1Cl | i
O=C(CSc1nnc(-c2ccncc2)o1)OCc1ccccc1 | i
Cc1ccc(C(CNC(=O)c2cccc(Cl)c2)N2CCOCC2)cc1 (stereo not drawn) | i
COc1ccccc1CNC(=O)C1CCN(c2ccc(-c3ccc(F)cc3)nn2)CC1 | i
Cc1cc(S(=O)(=O)NCC(O)Cc2ccccc2)c(Cl)cc1Cl (stereo not drawn) | i
COc1ccccc1CNC(=O)Cc1csc(SCC(=O)c2ccc(F)cc2)n1 | i
COCCNC(=O)Cn1nc2c(c1NC(=O)c1ccccc1C(F)(F)F)CSC2 | i
COc1ccc(CNC(=O)NCC(C)(O)C2CC2)cc1 (stereo not drawn) | i
Cn1cccc1C(CNC(=O)C(C)(C)C)N1CCc2ccccc2C1 (stereo not drawn) | i
COc1cn(CC(=O)NCc2ccc3c(c2)OCO3)c(CSc2ccc(Cl)cc2)cc1=O | i
Cc1ccc(-n2nnc(C(=O)N(C)C3CCS(=O)(=O)C3)c2C)cc1Cl (stereo not drawn) | i
Cc1ccc(-n2nnc(C(=O)Nc3nccs3)c2C)cc1 | i
O=C(CSCc1ccccc1)NCC1(O)CCc2ccccc21 (stereo not drawn) | i
COc1ccc(CCNC(=O)N2CCN(c3ncnc4c3nnn4C)CC2)cc1 | i

Source: PubChem (Vanderbilt University)
